MazEF act = MazEF (E. coli) toxin RNase activation; FAM/BHQ RNA-DNA oligo cleavage fluorescence, 5 h; activation, % at 20 µM; 350,000 tested, 0.32% active; AID 504720; in the data active means activation above about 50%
Target sequence (P0AE70 whole entry, looked up): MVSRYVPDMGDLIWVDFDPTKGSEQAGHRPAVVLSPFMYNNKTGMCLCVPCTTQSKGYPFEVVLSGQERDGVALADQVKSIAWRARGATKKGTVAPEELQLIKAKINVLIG
FadD28 binding = inhibitors of Mycobacterium tuberculosis FadD28 bisubstrate binding | FadD28 bisubstrate probe binding, fluorescence polarization | inhibition, % at 12.5 µM | 360,000 tested, 0.22% active; in the data active means inhibition above about 8.5%, passing the limit was not always enough; inconclusive means no clear call, values can overlap the other calls
Mtb BioA inh = blocks M. tuberculosis BioA enzyme activity | purified M. tuberculosis BioA enzyme, plate reader | inhibition, % at 9.99 µM | 360,000 tested, 0.096% active; in the data active means inhibition above about 40%; inconclusive means no clear call, values can overlap the other calls
FBA Mtb inh = inhibitors of M. tuberculosis fructose-bisphosphate aldolase | P9WQA3 | inhibition, % at 1 µM | 360,000 tested, 2.3% active | purified M. tuberculosis FBA, fluorescence read-out; in the data active means inhibition above about 27%;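 further: 0% = vehicle and 100% = reference inhibitor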
Target sequence (P9WQA3 whole entry, looked up): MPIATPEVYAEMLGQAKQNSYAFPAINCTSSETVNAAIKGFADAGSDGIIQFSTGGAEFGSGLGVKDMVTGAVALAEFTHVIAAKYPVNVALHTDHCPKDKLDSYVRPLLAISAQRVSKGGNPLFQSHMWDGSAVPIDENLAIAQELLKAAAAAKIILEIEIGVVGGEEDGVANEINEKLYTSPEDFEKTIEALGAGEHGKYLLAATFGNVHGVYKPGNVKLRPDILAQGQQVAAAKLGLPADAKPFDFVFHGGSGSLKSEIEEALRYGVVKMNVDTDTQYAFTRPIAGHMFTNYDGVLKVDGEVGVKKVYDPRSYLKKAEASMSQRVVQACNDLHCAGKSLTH
GDH-TPI inh = inhibits GDH-TPI coupling enzymes, artifact for Mtb FBA screen; inhibition, % at 4.8 µM; AID 588335; GDH-TPI coupled enzyme counterscreen, NADH absorbance; 360,000 tested, 1.2% active;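 further: 0% = DMSO wells and 100% = wells lacking the enzyme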
BoNT F protease = inhibitors of Botulinum neurotoxin F light chain protease; Multiplex microsphere protease cleavage assay, flow cytometry; inhibition, % at 10 µM; 360,000 tested, 0.22% active; AID 588497; in the data active means inhibition above about 35%, passing the limit was not always enough; inconclusive means no clear call, values can overlap the other calls; further: plate controls were buffer without enzyme for full effect and enzyme alone for no effect
CCHFV vOTU inh = blocks the CCHF virus ovarian tumor domain protease | 370,000 tested, 0.55% active | CCHFV vOTU protease, Pep-AMC fluorescence | inhibition, % at 11.5 µM; further: 0% = vehicle wells with enzyme and 100% = no enzyme wells
Rv3671c protease = inhibitors of M. tuberculosis serine protease Rv3671c | inhibition, % at 5.96 µM | AID 2606 | 320,000 tested, 0.048% active; in the data active means inhibition above about 38%;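 further: extracellular domain of Rv3671c used as enzyme; 0% = enzyme with DMSO and 100% = no enzyme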
DUSP3 inh = DUSP3 (human) phosphatase inhibition; recombinant VHR phosphatase, pNPP absorbance; 290,000 tested, 0.52% active; inhibition, % at 13.3 µM; P51452; in the data active means inhibition above about 50%; further: some compounds called inactive have numbers as strong as hits
Target sequence (P51452 whole entry, looked up): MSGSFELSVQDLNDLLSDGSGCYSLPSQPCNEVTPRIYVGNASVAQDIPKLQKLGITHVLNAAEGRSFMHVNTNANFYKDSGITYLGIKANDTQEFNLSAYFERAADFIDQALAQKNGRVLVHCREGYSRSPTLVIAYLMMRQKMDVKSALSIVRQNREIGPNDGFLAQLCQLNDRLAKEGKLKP
UGM FP inh = blocks M. tuberculosis UGM enzyme; 320,000 tested, 0.06% active; purified UGM, fluorescence polarization probe displacement; P9WIQ1; inhibition, % at 10 µM; in the data active means inhibition above about 10%, passing the limit was not always enough; inconclusive means no clear call, values can overlap the other calls
Target sequence (P9WIQ1 whole entry, looked up): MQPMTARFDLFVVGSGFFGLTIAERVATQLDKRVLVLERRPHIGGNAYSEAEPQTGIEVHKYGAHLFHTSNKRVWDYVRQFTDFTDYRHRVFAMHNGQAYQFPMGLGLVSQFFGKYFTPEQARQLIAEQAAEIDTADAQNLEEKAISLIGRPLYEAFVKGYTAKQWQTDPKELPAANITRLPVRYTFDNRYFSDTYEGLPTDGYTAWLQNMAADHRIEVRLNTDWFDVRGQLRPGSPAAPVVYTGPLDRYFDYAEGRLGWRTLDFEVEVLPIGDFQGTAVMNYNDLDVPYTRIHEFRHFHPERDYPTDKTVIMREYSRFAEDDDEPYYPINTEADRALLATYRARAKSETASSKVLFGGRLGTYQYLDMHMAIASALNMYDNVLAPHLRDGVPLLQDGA
Starred values were filed as active, the others as inactive; ? = inconclusive; · = no result given; & = joins results of further samples. Unless noted, no stated cut-off is given here; in the data, active means inhibition above about 30%; inactive means the rest.

Molecule,DUSP3 inh,MazEF act,FBA Mtb inh,Rv3671c protease,BoNT F protease,CCHFV vOTU inh,UGM FP inh,FadD28 binding,GDH-TPI inh,Mtb BioA inh
CCOC(=O)CC[C@H](NC(=O)Cn1cnc2c(NCc3ccccc3)ncnc21)C(=O)OCC,·,1,1,·,-3,6,·,-2.0,7,0.8
CC(C)(C)OC(=O)NCCCC[C@H](NC(=O)c1nc[nH]c1C(=O)NC1CCN(C(=O)OC(C)(C)C)CC1)C(=O)OC(C)(C)C,4,10,-2,-6,-6,22,-0.2,-1.3,1,0.2
CCC(=O)NC(=S)Nc1ccc(NC(=O)COc2ccc(Cl)c(C)c2)cc1,-1,1,0,-49,-13,14,1.4,0.5,17,·
CC(C)Oc1cc(C(=O)NC2CCCCC2)c2ccccc2n1,-9,-3,5,3,6,1,0.0,1.1,3,-0.6
CCCNC(=O)C(Cc1ccccc1)NS(=O)(=O)c1ccc2c(c1)c(=O)n(C)c(=O)n2C (stereo not drawn),38,5,0,4,1,27,2.7,0.0,-5,0.6
COc1ccc(S(=O)(=O)N2CCCC(c3cc(C(=O)NCc4cccnc4)no3)C2)cc1 (stereo not drawn),·,·,3,·,2,13,·,-2.3,11,-0.6
NC(=S)Nc1cccc2cccnc12,33,1,1,1,-5,-6,1.2,-2.0,-3,-0.3
CS(=O)(=O)Nc1nc2n(n1)C(c1ccccc1)C=C(c1ccc(Br)cc1)N2 (stereo not drawn),17,-325,34*,-9,2,·,-3.0,-3.2,5,·
CCN1CCN(c2nc3c(C)cccn3c(=O)c2/C=C(\C#N)C(=O)NCCOC)CC1,22,8,97*,0,-8,-49,0.6,0.2,16,-1.1
Cc1ccc(NC(=O)CSc2nc3nc(C)cc(C)c3c(=O)[nH]2)cc1,3,-3,-1,-3,-1,2,0.3,-1.6,4,-0.5
COc1ccc(/C=N/NC(=O)c2cc(C)n(-c3ccccc3)c2C)cc1OC,5,11,-1,4,-1,0,1.9,-0.5,19,·
CN1CCN2c3ncccc3Cc3ccccc3[C@@H]2C1,41,2,-1,1,-11,-5,3.0,-1.0,4,5.6
COC(=O)c1ccccc1NC(=O)/C=C/C(=O)O,-10,2,7,8,1,-8,1.2,-0.5,5,-2.1
CCCC(=O)NC1C2CC3CC(C2)CC1C3 (stereo not drawn),7,7,1,-1,-14,-10,3.0,0.5,4,1.9
Cc1ccc(C(=O)COC(=O)CN2C(=O)C3CC=CCC3C2=O)cc1C (stereo not drawn),·,-8,0,·,0,13,·,-1.6,1,0.1
Cc1ccc(C2=NN3C(C(=O)c4ccccc4)Oc4ccccc4C3C2)cc1 (stereo not drawn),13,-2,2,-4,-12,-10,-0.4,0.2,2,-1.2
CC(C)Cc1nc(SCC(=O)Nc2ccc(S(N)(=O)=O)cc2)n[nH]1,31,-2,-2,-3,8,-5,-0.3,-1.7,-6,2.0
CCc1ccc(-c2cc(C)no2)cc1S(=O)(=O)Nc1ccc(C)cn1,-3,8,31*,3,8,14,-3.3,0.5,3,-0.6
COC(=O)c1ccc(NC(c2ccc(Cl)cc2)P(=O)(OC)OC)cc1 (stereo not drawn),1,3,1,-2,-4,1,-1.6,0.2,-6,·
N#CC(CCN1CCOCC1)(c1ccccc1)c1ccccc1,1,-3,-1,3,-1,-1,2.6,-0.2,9,-1.2
O=c1[nH]c(N/N=C/c2ccccc2)nc2ccccc12,-12,9,56*,-5,-3,-78,0.1,0.6,15,·
O=C(/C=C/c1cccs1)Nc1cccnc1,8,-2,-3,-10,-17,9,4.0,-1.5,32*,·
COC(=O)C1=C(c2ccc(OC(F)(F)F)cc2)C[C@@H]2CC[C@H]1N2C(=O)NCc1cc(C)oc1C(F)(F)F,·,7,-1,-5,-4,21,0.0,0.3,-9,0.7
O=C(Nc1ccccc1)C1=C(N2CCOCC2)/C(=C/c2cccnc2)CC1,25,-3,-7,-13,4,4,0.1,-2.5,13,7.5
Cc1cc(C(=O)CSc2nc3ccc(Cl)cc3[nH]2)c(C)n1C,17,3,-3,-19,-4,13,1.4,-4.6,-3,-3.2
CC(C)C[C@@H](CNCC(=O)[C@H](CC(C)C)NC(=O)c1[nH]cnc1C(=O)N[C@@H](C)CN)NC(=O)c1nc[nH]c1C(=O)N[C@@H](CC(C)C)C(=O)O,·,5,4,·,-4,4,·,-1.8,4,-1.0
CC(C)N(Cc1nc(-c2ccc(Cl)cc2)no1)C(=O)CN(C)S(=O)(=O)c1ccc(Cl)cc1,14,0,-2,-3,-11,·,-0.1,-0.3,-13,-0.5
Cc1ccnc(N2CCN(C(=O)CSc3nc4ccccc4nc3N3CCC(C)CC3)CC2)c1,-2,-11,7,-3,-2,15,-0.6,-0.8,0,·
CCN(CC)Cc1cc(Nc2ccnc3cc(Cl)ccc23)ccc1O,25,16&12,6&-1,-16&-4,-15&-15,7&8,2.0&-1.1,0.0&-2.0,16&20,8.9&0.3
O=C(CCNS(=O)(=O)c1ccccc1)NCCSc1ccc(Br)cc1,·,2,-1,-9,-7,-7,1.0,-5.0,6,1.5
C[C@@H](C(=O)Nc1ccc2c(c1)OCCO2)n1c(=O)[nH]c2ccccc2c1=O,-4,4,3,-5,2,17,2.7,-1.2,4,0.4
CCc1nc2ccccc2c(C(=O)Nc2cc(C)ccc2C)c1C,-10,9,1,-4,13,-5,-2.6,-1.2,-1,0.5
CCc1ccccc1Oc1nc2cc(-c3cccc(OC)c3)sc2c(=O)n1C,·,·,2,·,-4,-14,·,-1.3,16,-3.4
Cc1ccc(Nc2nnc(SCC(=O)NC3CCS(=O)(=O)C3)s2)c(C)c1 (stereo not drawn),22,6,-2,-3,0,-19,-2.0,-1.3,7,·
O=C(NCc1ccccn1)c1nc(Cn2cc([N+](=O)[O-])cn2)no1,31,6,3,-1,-18,13,0.7,1.7,3,·
CCN(CC(=O)NCc1ccc(F)cc1)C(=O)c1ccc2c(c1)OCO2,·,-2,-1,-8,6,6,-1.4,-1.5,4,·
Cc1cccc(C)c1NC(=O)c1cccc2c1-c1ccccc1C2=O,18,10,-2,-8,20,-1,-1.8,-0.9,11,-0.8
CC(C)N1C(=O)c2ccc(C(=O)O)cc2C1=O,-9,3,0,7,1,-5,1.2,-3.9,-3,-1.7
COCCNC(=O)C(c1ccc(Cl)cc1)N(C(=O)CCC(=O)Nc1ccccn1)C1CCCC1 (stereo not drawn),30,0,2,-2,-13,7,1.2,-0.5,8,-1.0
O=C(c1cc([N+](=O)[O-])ccc1N1CCCCC1)N1CCCCC1,-1,-23,-5,5,-4,-3,3.2,-0.5,15,-0.5
O=C1CC(c2cccc(Cl)c2)Cc2nc(N3CCN(c4ccccc4)CC3)ncc21 (stereo not drawn),-6,-4,1,4,-24,5,-2.6,-4.1,3,1.9
COc1ccc(C2C(C#N)=C(N)OC3=C2C(=O)CC(C)(C)C3)cc1OC (stereo not drawn),-14,-5,0,-4,-2,5,1.3,-0.2,-5,·
Cc1nn(C)c(Cl)c1/C=N/OC(=O)c1ccccc1,26,1,-1,3,-7,-4,1.4,-2.8,-7,2.6
CCCn1c(N)c(N(CCOC)C(=O)c2ccc([N+](=O)[O-])c(C)c2)c(=O)[nH]c1=O,-15,-11,3,3,-5,-2,-0.6,-1.9,7,·
COc1ccccc1NC(=O)c1oc2ccccc2c1NC(=O)c1cc(OC)c(OC)c(OC)c1,·,-5,-2,-3,-3,13,2.3,-2.6,5,1.7
CCCc1ccc(C(O)c2ncc(-c3ccccc3F)[nH]2)cc1 (stereo not drawn),·,·,2,·,-2,17,·,1.7,5,0.6
CCN1CCN(c2ccc(NC(=O)c3ccc(C#N)cc3F)cc2Cl)CC1,-1,6,-2,-4,-6,10,4.1,-3.9,-1,-0.8
Cc1nccc2[nH]c(=O)c(C(=O)NC3CCCCC3C)cc12 (stereo not drawn),-4,4,0,-1,-4,0,-2.0,-1.5,15,0.9
COc1ccc(/C=C/C(=O)NC(=S)Nc2ccc(N3CCN(C(C)=O)CC3)cc2)cc1,-8,-2,1,0,?,3,0.7,-3.7,2,1.1
O=C(c1cc(Cl)c(=O)n(Cc2ccc(Cl)cc2)c1)N1CCOCC1,40,1,-1,-7,7,-6,2.5,-2.2,19,2.6
Cc1c(Br)c([N+](=O)[O-])nn1CC(=O)NCCc1c[nH]c2ccccc12,12,1,-4,-5,2,-6,-3.4,0.4,3,1.6
Cc1ccc(CN2C(=O)[C@H]3Cc4c([nH]c5ccccc45)C(C)(C)N3C2=O)cc1,·,-3,1,-8,0,0,-1.6,1.8,1,0.7
C=C(C)CNc1cc(S(=O)(=O)N2CCOCC2)ccc1Oc1ccccc1,·,4,-3,6,-3,4,·,-3.0,0,-1.4
CCn1c(SC)nnc1-c1c[nH]c2ccccc12,8,17,0,5,-55,-13,-1.7,-1.4,3,-0.9
Cc1nc2cc(C(=O)OCC(=O)N(CC(C)C)C3CCS(=O)(=O)C3)ccc2n1-c1ccccc1 (stereo not drawn),15,-1,-2,6,4,-7,-2.3,-0.7,-3,6.9
CCOc1cc(C(=S)N2CCOCC2)ccc1OC(=O)/C=C/c1ccc(OC)c(OC)c1,-1,2,1,-6,-14,-4,-2.0,-1.2,37*,-1.1
Cc1nn(-c2ccccc2)c(C)c1C(=O)OCC(=O)Nc1ccc(C(N)=O)cc1,·,5,1,·,0,-9,·,-0.6,-7,0.3
Cc1cc(C(=O)CN2C(=O)C(=O)N(CC(C)C)C2=O)c(C)n1C1CC1,·,10,1,3,-2,1,-0.1,-1.1,-3,4.4
COc1ccccc1OCC(=O)Nc1sc2c(c1C(=O)NCC1CCCO1)CCC2 (stereo not drawn),-20,-2,-2,-7,-4,2,3.0,-1.1,10,0.2
Cc1cc(C)n(C(=O)CNc2ccccc2Cl)n1,-5,-2,-3,1,-5,-4,2.2,3.0,-6,-0.8

An excerpt from above in order of number of heavy atoms, smallest number first:
Molecule,DUSP3 inh,MazEF act,FBA Mtb inh,Rv3671c protease,BoNT F protease,CCHFV vOTU inh,UGM FP inh,FadD28 binding,GDH-TPI inh,Mtb BioA inh
O=C(c1cc(Cl)c(=O)n(Cc2ccc(Cl)cc2)c1)N1CCOCC1,40,1,-1,-7,7,-6,2.5,-2.2,19,2.6
COc1ccc(C2C(C#N)=C(N)OC3=C2C(=O)CC(C)(C)C3)cc1OC (stereo not drawn),-14,-5,0,-4,-2,5,1.3,-0.2,-5,·
CCCn1c(N)c(N(CCOC)C(=O)c2ccc([N+](=O)[O-])c(C)c2)c(=O)[nH]c1=O,-15,-11,3,3,-5,-2,-0.6,-1.9,7,·

Next entries follow:
Molecule,DUSP3 inh,MazEF act,FBA Mtb inh,Rv3671c protease,BoNT F protease,CCHFV vOTU inh,UGM FP inh,FadD28 binding,GDH-TPI inh,Mtb BioA inh
O=C(NC12CC3CC(CC(C3)C1)C2)c1cccnc1,-8,2,-1,3,-1,-24,3.8,-3.0,1,0.8
CCN(CC(=O)Nc1ccc(NC(C)=O)cc1)C(=O)/C=C/c1cn(Cc2ccccc2)nc1-c1cccnc1,·,3,-4,-1,-12,-8,·,-3.0,6,-0.8
Cc1cccc(CC(=O)N2CCC(n3nccc3NC(=O)C3CC3)CC2)c1,27,2,0,-7,-7,0,0.8,-1.7,6,-1.0
Cc1cccc(/C=N/NC(=O)CNc2cccc3ccccc23)n1,11,4,12,5,-11,20,-2.5,-3.5,6,-0.9
CC(C)C[C@@H](C(=O)O)N(Cc1cccc(CN([C@@H](CC(C)C)C(=O)O)S(C)(=O)=O)c1)S(C)(=O)=O,1,3,2,-10,-6,5,0.6,-0.7,3,-1.0
COc1ccc(C2c3[nH]c4ccccc4c3C[C@H]3C(=O)N(C4CCN(Cc5ccccc5)CC4)CC(=O)N23)cc1OC (stereo partly drawn),3,-11,0,2,4,-7,-1.0,-2.4,-7,-1.1
Cc1cccc(NC(=S)NC(NC(=O)c2ccco2)C(Cl)(Cl)Cl)c1 (stereo not drawn),37,3,74*,-3,17,1,-1.6,-3.6,17,0.8
